H69AR inhibit: proliferation blockers of H69AR lung cancer cells, primary screen, cell-based, human, 86K library; H69AR lung tumor viability, ATP luminescence, 72 h; hits give low values; AID 598, 2007; actives 6% (n = 85,000); viability, % at 10 µM;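 active means viability at or below 40%; inactive means viability above 40%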;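 further: multidrug resistant small cell line overexpressing MRP-1 efflux transporter; 100% = mean luminescence of untreated control wells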
CD11b adhes inh: inhibitors of CD11b/CD18 adhesion to fibrinogen, primary screen, K562 cells, luminescence; Integrin beta-2 (Homo sapiens) + Integrin alpha-M (Homo sapiens), P05107+P11215; ATPlite luminescence; Mn2+ added to activate the integrin; inhibition, % at 10 µM; actives 0.54% (n = 93,000); AID 1497, 2009;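 active means primary inhibition of 50% or more at 10 µM, then 40% or more on retest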; further: some results filed as inactive read as strong as hits
Target sequence (P05107 whole entry, looked up, other chains not shown): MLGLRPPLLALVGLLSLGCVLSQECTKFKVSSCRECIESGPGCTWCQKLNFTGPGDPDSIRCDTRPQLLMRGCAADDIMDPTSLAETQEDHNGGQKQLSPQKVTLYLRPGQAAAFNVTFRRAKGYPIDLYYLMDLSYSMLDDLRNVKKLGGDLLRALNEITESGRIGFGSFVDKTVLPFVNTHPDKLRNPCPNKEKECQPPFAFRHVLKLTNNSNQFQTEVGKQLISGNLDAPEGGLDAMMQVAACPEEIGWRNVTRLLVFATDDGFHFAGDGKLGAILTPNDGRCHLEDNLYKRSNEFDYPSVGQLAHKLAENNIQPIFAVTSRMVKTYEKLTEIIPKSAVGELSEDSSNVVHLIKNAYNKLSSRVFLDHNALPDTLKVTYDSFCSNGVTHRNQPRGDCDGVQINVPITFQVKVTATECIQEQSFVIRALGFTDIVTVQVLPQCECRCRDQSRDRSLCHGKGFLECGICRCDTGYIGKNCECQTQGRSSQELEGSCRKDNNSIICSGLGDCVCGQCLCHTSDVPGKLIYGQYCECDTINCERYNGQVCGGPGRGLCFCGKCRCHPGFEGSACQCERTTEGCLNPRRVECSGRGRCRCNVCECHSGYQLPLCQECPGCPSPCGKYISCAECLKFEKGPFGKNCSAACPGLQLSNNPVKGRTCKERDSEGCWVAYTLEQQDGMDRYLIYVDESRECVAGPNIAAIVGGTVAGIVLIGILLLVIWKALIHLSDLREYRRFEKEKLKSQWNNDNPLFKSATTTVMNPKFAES
ERa SRC1 pot: enhancers of ERα–SRC-1 coactivator binding, primary screen, biochemical, TR-FRET, ERα LBD, low estradiol; TR-FRET ERalpha-LBD/SRC-Cy5 coactivator binding, 2 h; 100 = basal binding, no effect; coactivator binding (% of control), % at 25.6 µM; actives 1.3% (n = 86,000); in the data active means activity above about 200%;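 further: binding measured in presence of low estradiol as agonist stimulus; 0% = peptide alone without receptor and 100% = receptor with peptide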
Mac1 fbg enh: enhancers of CD11b/CD18 adhesion to fibrinogen, primary screen, K562 cells, luminescence | activation, % at 10 µM | ATPlite luminescence | actives 0.07% (n = 93,000) | Integrin beta-2 (Homo sapiens) + Integrin alpha-M (Homo sapiens), P05107+P11215;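 active means 10 µM primary screen giving 50% or more activity, confirmed by 40% or more on retest at that dose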; further: strong numbers were not always called active
HUVEC inhibit: inhibitors of HUVEC proliferation, primary screen, cell-based, 384-well | actives 1.1% (n = 86,000) | viability, % at 10 µM (by protocol) | CellTiter-Glo luminescence, 72 h; hits give low values;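 active means viability at or below 30%; inactive means viability above 30%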;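 further: 100% = median luminescence of DMSO-only cell control wells on each plate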
ERa SRC1 inh: ERα–SRC-1 coactivator interaction inhibitors, primary screen, biochemical, TR-FRET, ERα LBD, estradiol-bound; Estrogen receptor (Homo sapiens), P03372; TR-FRET ER-alpha LBD / SRC-1 peptide; inhibition, % at 25.6 µM; actives 1.7% (n = 86,000); AID 629, 2007; in the data active means inhibition above about 50%;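 further: 0% = receptor plus peptide control and 100% = peptide only without receptor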
CYP2C19 activ: human CYP2C19 activators, primary screen, biochemical, luminescence | AID 1025, 2008 | activation factor at 5 µM | recombinant CYP2C19, luciferin-H EGE luminescence; hits give high values; 0 = fully inhibited enzyme, 1 = untreated enzyme | 96,000 tested, under 10 active | Cytochrome P450 2C19 (Homo sapiens), P33261;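 active means activation factor of at least 2 at 5 µM in the primary screen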;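 further: 0 = wells with 2.5 mM tranylcypromine and 1 = vehicle-only wells; values of inactives mirror those of a sister screen read the other way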
CYP2C19 inhib: blockers of cytochrome P450 2C19 activity – biochemical, luminescence, ADME assay, primary screen; CYP2C19 Supersomes, luciferin-H EGE luminescence, 30 min; inhibition, % at 5 µM; actives 21% (n = 96,000);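 active means CYP2C19 inhibition above a set limit at 5 µM in the primary screen, cut at about 50% in these data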;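 further: plate controls were negative control wells for no effect and 2.5 mM tranylcypromine positive control for full effect; values of inactives mirror those of a sister screen read the other way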
Lung fibro prol: antiproliferative effect on LL 47 fibroblasts – human, LL 47 cells, CellTiter-Glo luminescence, primary screen; viability, % at 10 µM; LL 47 human lung fibroblast viability, ATP luminescence; hits give low values; AID 719, 2007; actives 1.1% (n = 85,000);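 active means viability at or below 50% in the single dose screen; inactive means viability above 50%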;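 further: compound exposure lasted 72 h before the ATP readout; 100% = median luminescence of untreated cell-only wells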
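Assay system: human lung fibroblast line LL 47, low passage. Input: 1,150 fibroblasts seeded per well. Times: overnight cell rest, 72 h compound treatment at 37 °C. Evaluation: % viability of median cell-only signal. Technique: luminescent ATP detection, CellTiter-Glo. Control set: cell-only wells, no compound.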
The depositor's hits bear a star; nt = no result given; [ ] = remark or other dose.

1	O=C(CSc1ncnc2nc[nH]c12)N1CCOCC1
2	CCCCOC(=O)C1=C(C)Nc2ncnn2C1c1ccc(OC)c(OC)c1 (stereo not drawn)
3	COc1ccccc1NC(=O)CSc1nnc(C)o1
4	FC(F)(F)c1cccc(N2CCN(CC3CC4C=CC3C4)CC2)c1 (stereo not drawn)
5	CC(=O)N(Cc1cc2cc(C)c(C)cc2n2nnnc12)CC1COCCO1 (stereo not drawn)
6	Clc1ccc(SCCCCn2cncn2)cc1
7	COc1cccc2c(=O)n(CC(=O)Nc3ccc(F)cc3)ccc12
8	Cc1c(NC(=O)c2cc(C(C)C)on2)c(=O)n(-c2ccccc2)n1C
screen / no.,1,2,3,4,5,6,7,8
H69AR inhibit,91,89,79,94,77,108,89,97
CD11b adhes inh,-4,-1,-5,nt,-11,-18,2,-4
ERa SRC1 pot,113,119,102,154,106,123,172[fluorescence artefact?],124
Mac1 fbg enh,-2,-6,0,nt,0,3,0,-2
HUVEC inhibit,88,104,102,99,111,98,89,101
ERa SRC1 inh,2[fluorescence artefact?],-6,21,0,0,0,23[fluorescence artefact?],-7
CYP2C19 activ,1.1,0.9,1,0.7,0.8,0,1,1
CYP2C19 inhib,-12,14,-2,30,25,98*,5,0
Lung fibro prol,102,94,119,98,103,98,92,90

Grouped by structure: those above containing fluorine
4	FC(F)(F)c1cccc(N2CCN(CC3CC4C=CC3C4)CC2)c1 (stereo not drawn)
7	COc1cccc2c(=O)n(CC(=O)Nc3ccc(F)cc3)ccc12
screen / no.,4,7
H69AR inhibit,94,89
CD11b adhes inh,nt,2
ERa SRC1 pot,154,172[fluorescence artefact?]
Mac1 fbg enh,nt,0
HUVEC inhibit,99,89
ERa SRC1 inh,0,23[fluorescence artefact?]
CYP2C19 activ,0.7,1
CYP2C19 inhib,30,5
Lung fibro prol,98,92

(cont.)
9	Cc1nnc(SCC(=O)Nc2nsc(-c3ccc(C(C)(C)C)cc3)n2)s1
10	CC(=O)NC(CCS(C)(=O)=O)C(=O)Nc1ccccc1 (stereo not drawn)
11	Oc1ccccc1CNn1cnnc1
12	O=C(CN(CC(=O)N1CCOCC1)S(=O)(=O)c1ccc(Br)s1)N1CCOCC1
13	CC(=O)C1=C(O)C(=O)N(c2ccc(Br)cn2)C1c1ccccc1F (stereo not drawn)
14	O=C1C=C(NCc2ccc(Cl)c(Cl)c2)CC1
15	N#C/C(=C(/O)Cc1cccc2ccccc12)c1nc2ccccc2s1
16	Cc1ccc(-c2csc(N(Cc3ccccc3)C(=O)COc3ccccc3)n2)cc1
screen / no.,9,10,11,12,13,14,15,16
H69AR inhibit,99,97,89,101,93,95,nt,nt
CD11b adhes inh,20,-5,nt,nt,14,10,40,2
ERa SRC1 pot,75[fluorescence artefact?],119[fluorescence artefact?],125[fluorescence artefact?],54,102,115,nt,nt
Mac1 fbg enh,22,-4,nt,nt,-2,0,-5,-2
HUVEC inhibit,103,105,91,97,99,84,nt,nt
ERa SRC1 inh,19[fluorescence artefact?],-8,-1[fluorescence artefact?],-26,-2,-3,nt,nt
CYP2C19 activ,0.8,1.1,1.1,nt,1,0.7,1,0.9
CYP2C19 inhib,20,-7,-12,nt,1,26,0,7
Lung fibro prol,96,101,95,103,96,96,nt,nt

Next section (3 carried over from the part before).
14	O=C1C=C(NCc2ccc(Cl)c(Cl)c2)CC1
15	N#C/C(=C(/O)Cc1cccc2ccccc12)c1nc2ccccc2s1
16	Cc1ccc(-c2csc(N(Cc3ccccc3)C(=O)COc3ccccc3)n2)cc1
17	O=C(CCCNS(=O)(=O)c1ccc(Br)cc1)N1CC[C@@]2(O)CCCC[C@H]2C1
18	CCS(=O)(=O)c1nc(NC(C)=O)n[nH]1
19	c1ccc(Cn2nnnc2C(c2ccccn2)N2CCN(c3ccccc3)CC2)cc1 (stereo not drawn)
20	C/C(Nc1ccc(F)cc1)=C(/C#N)C(N)=O
21	Cc1cc2c3c(c1C)C1(C(=O)N3C(C)(C)CC2C)C(C#N)=C(N)Oc2cc(O)ccc21 (stereo not drawn)
22	CCOc1cccc(NC(=O)Cc2cccs2)c1
23	O=C(O)CCc1ccc(-c2ccccc2)n1NC(=O)c1ccco1
24	COc1cccc(-c2nnc3sc(-c4ccc(Cl)cc4)nn23)c1
screen / no.,14,15,16,17,18,19,20,21,22,23,24
H69AR inhibit,95,nt,nt,78,101,95,92,97,99,97,98
CD11b adhes inh,10,40,2,-1,13,-10,-10,-3,1,-10,10
ERa SRC1 pot,115,nt,nt,102,112,97,144,62,92,95,152
Mac1 fbg enh,0,-5,-2,-3,-8,-1,-2,-1,4,11,-4
HUVEC inhibit,84,nt,nt,104,94,100,103,52,103,95,106
ERa SRC1 inh,-3,nt,nt,0,-6,-5,0,6,-4,3,29
CYP2C19 activ,0.7,1,0.9,1,1.1,0.4,1.2,1.1,0.1,0.6,0.6
CYP2C19 inhib,26,0,7,2,-8,61*,-18,-6,86*,37,36
Lung fibro prol,96,nt,nt,95,100,95,110,89,108,102,108

25	Cc1cc(C)n(-c2nc3c(c(=O)[nH]c(=O)n3C)n2Cc2ccc(F)cc2)n1
26	O=C(Oc1ccc(-c2cnc3ccccc3n2)cc1)c1ccco1
27	COc1ccc2nc(/N=C(\N)NC(=O)C(C)(C)C)nc(C)c2c1
28	CC(C)C(OC(=O)c1ccco1)C(=O)NC1CCCCC1 (stereo not drawn)
29	CC[n+]1c(P(=O)([O-])c2ccccc2)[nH]c2ccccc21
30	COc1ccc(C2(O)CC3CCC(C2)N3c2cc(C)nc(-c3ccccc3)n2)cc1 (stereo not drawn)
31	CC1CCN(C(=O)CCc2ccc(S(=O)(=O)NC(C)C)cc2)CC1
32	COC(=O)c1ccc(N2C(=O)CC(N3CCC(O)(c4ccc(Br)cc4)CC3)C2=O)cc1 (stereo not drawn)
screen / no.,25,26,27,28,29,30,31,32
H69AR inhibit,98,98,67,102,101,74,89,87
CD11b adhes inh,-15,2,nt,2,nt,7,-5,-5
ERa SRC1 pot,100[fluorescence artefact?],123,104,108[fluorescence artefact?],108,111,106[fluorescence artefact?],115
Mac1 fbg enh,1,-2,nt,-7,nt,-3,0,0
HUVEC inhibit,101,89,81,98,103,92,107,88
ERa SRC1 inh,-3,-10,-8,0[fluorescence artefact?],-2,0,5[fluorescence artefact?],9
CYP2C19 activ,0.8,0.7,nt,0.2,1.2,0.5,0.5,0.9
CYP2C19 inhib,25,33,nt,80*,-16,53*,53*,12
Lung fibro prol,95,101,76,106,98,81,106,100

33	Cc1cc(C)c(COCc2cc(/C=N/O)c(C)cc2C)cc1/C=N/O
34	COc1ccc(/C=N/NC(=O)c2nc(-c3ccccc3)cc(-c3ccccc3)n2)cc1
35	Cc1ccc(S(=O)(=O)NC(=O)COc2ccccc2C)cc1
36	CC[N+](C)(C)CCN(Cc1ccc(Cl)cc1)c1ccccn1
37	CN(C)c1ccc(N2C(=O)CC(Nc3ccc(N4CCOCC4)cc3)C2=O)cc1 (stereo not drawn)
38	C=C(C)CN1CCN(c2c(CCC#N)c(C)c(C#N)c3nc4ccccc4n23)CC1
39	COCCn1c(-c2ccc(OC(F)(F)C(F)C(F)(F)F)cc2)nc2c1c(=O)[nH]c(=O)n2CC(C)C (stereo not drawn)
40	COc1ccccc1CN1C(=O)C2CC=CCC2C1=O (stereo not drawn)
screen / no.,33,34,35,36,37,38,39,40
H69AR inhibit,18*,nt,98,91,98,38*,39*,nt
CD11b adhes inh,-8,11,nt,-4,nt,-24,-3,5
ERa SRC1 pot,120,nt,102,103,114,128,80,111
Mac1 fbg enh,0,-3,nt,-6,nt,29,0,-2
HUVEC inhibit,74,nt,91,90,105,74,105,102
ERa SRC1 inh,6,nt,14,0,1,11[fluorescence artefact?],-8,-10
CYP2C19 activ,0.6,0.8,nt,1,nt,0.6,0.7,0.7
CYP2C19 inhib,36,16,nt,-5,nt,44,28,30
Lung fibro prol,91,nt,104,106,95,69,94,100

41	Cc1ccc(S(=O)(=O)NCCC(=O)Nc2nnc(C3CC3)s2)cc1C
42	Cc1cc(C(=O)OCC(=O)c2ccc3c(c2)OCCO3)c(C)o1
43	CCCNC(=O)COC(=O)c1ccc(Cl)c(S(=O)(=O)N2CCCC2)c1
44	COc1ccc(NC(=O)c2ccc(S(=O)(=O)N(C)C)cc2)cc1OC
45	Cc1ccc(C(=O)Nc2ccccc2OC(F)F)cc1
46	COc1ccc(Cn2c(CCC(=O)Nc3ccc(CC#N)cc3)nc3cccnc32)cc1
47	CCOC(=O)c1sc(NC(=O)c2cc3c(s2)CCC(C)C3)nc1C (stereo not drawn)
48	COc1ccc(-n2c(Cn3c(=O)sc4ccccc43)nnc2SCC(=O)N2CCCCC2)cc1
screen / no.,41,42,43,44,45,46,47,48
H69AR inhibit,76,90,nt,77,78,92,98,95
CD11b adhes inh,-15,-9,-8,-3,2,-4,-32,-25
ERa SRC1 pot,117,108,nt,114,109,169,109[fluorescence artefact?],100
Mac1 fbg enh,-1,-2,3,-3,-4,-2,0,1
HUVEC inhibit,110,102,nt,89,95,97,94,105
ERa SRC1 inh,-1[fluorescence artefact?],-7,nt,-7,-4,-15[fluorescence artefact?],5[fluorescence artefact?],-5
CYP2C19 activ,0.7,0.1,0.6,1.2,0.8,1,1,0.8
CYP2C19 inhib,26,86*,43,-22,17,4,-1,21
Lung fibro prol,101,92,nt,90,104,89,102,92

49	COc1ccc(C(=O)CSc2nc3nc(C)cc(C)c3c(=O)[nH]2)cc1OC
50	O=C1CC(NNc2nc3ccccc3s2)C(=O)N1c1ccccc1 (stereo not drawn)
51	O=C(O)c1ccc(-n2c(-c3ccc(Br)cc3)n[nH]c2=S)cc1
52	c1cn(-c2ncnc3sc4c(c23)CCCC4)cn1
53	C=CCN1C(=O)C(CC(=O)Nc2ccc(C)cc2)SC1=Nc1c(C)n(C)n(-c2ccccc2)c1=O (stereo not drawn)
54	CCOc1cccc(C=Nc2cc(C)cc(C)c2O)c1O
55	CCOCCCn1c(=NC(=O)c2cccnc2)c(C(=O)OCC)cc2c(=O)n3ccccc3nc21
56	Cc1onc(-c2ccccc2Cl)c1C(=O)Nc1nnc(-c2ccc(Br)cc2)s1
screen / no.,49,50,51,52,53,54,55,56
H69AR inhibit,97,nt,96,95,104,44,48,71
CD11b adhes inh,nt,18,12,-14,2,61,-20,98
ERa SRC1 pot,126,nt,112,102,97,119,94[fluorescence artefact?],122
Mac1 fbg enh,nt,5,3,-2,-2,3,2,-7
HUVEC inhibit,99,nt,88,89,96,101,88,69
ERa SRC1 inh,11,nt,2,-6,-7,-10,-6,17
CYP2C19 activ,nt,0.6,1,0.7,0.4,1,1,0.9
CYP2C19 inhib,nt,36,2,28,62*,-1,3,14
Lung fibro prol,106,nt,102,100,99,103,97,97

Screening data from PubChem BioAssay.
